# MITF TRPM1 inh: reduces MITF-dependent TRPM1 promoter luciferase signal; SK-MEL-5 TRPM1 promoter luciferase, 24 h; AID 488899; 330,000 tested, 0.83% active; inhibition, % at 12.5 µM;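 active = mean inhibition across replicates of 60% or more, whatever share of single replicates reaches that level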; also: values of inactives mirror those of a sister screen read the other way
# Peg3 promoter: Peg3 promoter activity inhibition; HeLa PEG-Prom luciferase reporter, luminescence, overnight; inhibition, % at 20 µM; 360,000 tested, 1.7% active;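 active = inhibition of at least 50% at 20 µM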
# NR2E3 ag-1: agonists of human NR2E3 nuclear receptor. AID 602229. 360,000 tested, 0.35% active. Q9Y5X4. CHO-S Gal4-NCOR/VP16-NR2E3 two-hybrid, luciferase. inhibition of corepressor binding, % at 3.98 µM;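 active = inhibition above the mean of all tested compounds plus 3 SD, cut at about 70% in these data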;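 also: 0% = DMSO with NR2E3 transfected cells and 100% = cells lacking NR2E3 construct; higher means lower luciferase signal from less NR2E3 corepressor binding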
# Target sequence (Q9Y5X4 whole entry, looked up, the tested form may be a part): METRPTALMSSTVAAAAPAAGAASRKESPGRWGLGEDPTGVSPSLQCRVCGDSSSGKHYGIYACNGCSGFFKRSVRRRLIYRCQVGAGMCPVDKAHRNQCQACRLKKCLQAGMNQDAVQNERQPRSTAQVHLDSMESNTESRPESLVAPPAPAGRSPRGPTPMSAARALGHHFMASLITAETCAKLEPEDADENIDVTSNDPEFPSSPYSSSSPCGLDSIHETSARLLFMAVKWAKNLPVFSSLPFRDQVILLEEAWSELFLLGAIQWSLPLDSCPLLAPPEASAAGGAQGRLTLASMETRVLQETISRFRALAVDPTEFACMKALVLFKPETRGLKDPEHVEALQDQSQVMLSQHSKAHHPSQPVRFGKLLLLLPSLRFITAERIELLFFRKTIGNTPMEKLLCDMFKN
# NR2E3 ag-2: agonists of human nuclear receptor NR2E3. inhibition of corepressor binding, % at 4.78 µM. AID 2300. 320,000 tested, 0.12% active. GST-NR2E3/biotin-RetCOR TR-FRET, 1536-well. Q9Y5X4;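 active = percent inhibition above the cutoff of mean plus 3 SD of all tested compounds, set per screening campaign, cut at about 20% in these data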;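 also: 0% = DMSO wells and 100% = biotin wells as full block of FRET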
#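 Material: NR2E3–RetCOR corepressor complex / Incubation: Compound–protein incubation for 5 h at 4 °C / Dosing: compound at 4.8 µM, single dose / Detection: time-resolved FRET / Benchmarks: high control biotin, low control 0.6% DMSO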
# CF NFkB inh: inhibitors of cystic fibrosis induced NF-kB | KKLEB NF-kB-GFP reporter, PAF-induced, GFP fluorescence overnight | inhibition, % at 5 µM | 360,000 tested, 0.86% active | AID 588850;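 active = at least 50% inhibition at 5 µM, scaled per plate between neutral and stimulator controls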;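 also: PAF is a Pseudomonas aeruginosa culture filtrate used as stimulus; plate controls were PAF-stimulated DMSO wells for no effect and unstimulated DMSO wells for full effect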
# aDG glyco act: alpha-DG glycosylation activation; Pro5-aDG cells, alpha-DG glycosylation AlphaScreen (IIH6); 0% Pro5, 100% B10-LARGE cell signal; activation, % at 10 µM; 360,000 tested, 0.22% active; AID 624168;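 active = activation of at least 8% versus controls, or a plate z-score of at least 8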;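 also: Pro5 are CHO cells carrying HIG-tagged alpha-DG that lacks glycosylation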
# HIF-2a inh: blocks HIF-2a reporter activity; AID 624352; 786-0 RCC cells HIF-2a reporter, luciferase luminescence, overnight; 360,000 tested, 0.72% active; inhibition, % at 18.8 µM;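 active = inhibition of the luminescence signal of 40% or more relative to plate controls, in a single-dose primary screen at 18.75 µM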
# iPSC survival up: enhancers of human iPSC single-cell survival; hiPSC single-cell survival, ATPlite luminescence; 100% = ROCK inhibitor wells, 0% = DMSO; survival enhancement, % at 20 µM; 360,000 tested, 0.044% active; in the data active = survival enhancement above about 18%;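 also: cells exposed to compounds for 16 hours before the ATP read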
# Shn3 3UTR inh: Schnurri-3 reporter inhibition in Clone20 osteoblasts. inhibition, % at 12.5 µM. 360,000 tested, 0.52% active. AID 588674. Clone20 osteoblast Shn3 3'UTR firefly luciferase, 24 h;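 active = mean inhibition of at least 75% with every replicate also reaching 75%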;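 also: 0% = median of neutral control wells and 100% = pilot-screen positive control compound; some compounds past the cut are filed as inactive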
# KKLEB tox: reduces viability of KKLEB cystic fibrosis airway cells; activity change (cytotoxicity), % at 5 µM; KKLEB CF airway cells viability, ATPlite luminescence, overnight; hits give low values; cells stimulated with P. aeruginosa culture filtrate; 360,000 tested, 0.36% active;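 active = corrected activity change at or below -50% at 5 µM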
# TWEAK Fn14 block: inhibitors of TWEAK-Fn14 interaction signaling. TWEAK-stimulated Fn14 reporter cells, luciferase luminescence, 8 h. inhibition, % at 10 µM. 360,000 tested, 2% active. AID 1159606; in the data active = inhibition above about 50%
# * hit, by the source's call; / = not tested or not shown; & = joins results of further samples; ! = repeats disagree.
SMILES,MITF TRPM1 inh,Peg3 promoter,NR2E3 ag-1,NR2E3 ag-2,CF NFkB inh,aDG glyco act,HIF-2a inh,iPSC survival up,Shn3 3UTR inh,KKLEB tox,TWEAK Fn14 block
Cc1nnsc1C(=O)NNS(=O)(=O)c1ccccc1,5,-1,-27,0,2,-0.1,11,-1.3,5,14,-1
COc1ccc(C(C)(C)C)cc1NC(=O)C1=CC=CN2CCS(=O)(=O)N=C12,7,7,6,/,29,-0.5,-2,0.1,-27,-10,-4
CCCNC(=O)c1cc(C2CCCCN2S(=O)(=O)c2ccc(OC)cc2)on1 (centres undefined),/,15,-3,/,-4,0.2,-11,0.5,-2,14,6
O=C(CSCc1ccc(Br)cc1)N1CCOCC1,-24,-39,1,-4,10,0.1,-58,2.6,13,3,-18
CCc1c(C(=O)N/N=C/c2ccco2)nnn1-c1nonc1N,7,-15,1,5,-8,0.0,-15,-0.2,-7,-1,38
COc1ccc(OCCC(=O)OCC(=O)c2ccc[nH]2)cc1,2,3,-15,3,-11,-0.2,13,0.3,10,9,2
CCc1[nH]nc(C(=O)NC2CCCc3c2cnn3-c2cc(C)cc(C)c2)c1C (centres undefined),-16,-112,61,2,15,0.3,-141,-0.4,-37,-1,-20
CCN(CC)S(=O)(=O)c1cc(NC(=O)C(C)Nc2ccccc2N2CCOCC2)ccc1C (centres undefined),5,16,18,-1,15,0.0,17,-1.6,25,-6,7
COCCCN1C(=O)C(=O)/C(=C(/O)c2ccccc2)C1c1ccc(N(C)C)cc1 (centres undefined),10,-11,-8,0,-17,-0.1,-23,0.1,-17,-2,11
CN(C(=O)COC(=O)c1ccc2ccccc2n1)C1CCS(=O)(=O)C1 (centres undefined),-6,3,-20,5,-2,-0.3,10,0.8,3,2,-14
COc1ccc(CN(C)CC2CCCN(CCc3ccc(F)cc3)C2)c(OC)c1OC (centres undefined),-9,-159,16,-2,7,0.0,9,-0.4,1,-8,-2
Cn1c(=O)c2c(nc(Oc3ccc(-c4ccccc4)cc3)n2C)n(C)c1=O,-6,-4,-28,6,28,1.0,13,-0.5,8,8,32
COc1ccc2cc(C(=O)C3CCCN(C(=O)Cc4c(C)noc4C)C3)ccc2c1 (centres undefined),5,5,-17,-2,9,0.3,-16,-0.4,-3,6,0
COc1ccccc1NC(=O)c1ccccc1S(=O)(=O)c1ccccc1[N+](=O)[O-],9,-17,24,1,9,0.1,21,-1.0,14,3,4
COC(=O)Cc1c(C)c2ccc(OCC(=O)NC3CCS(=O)(=O)C3)cc2oc1=O (centres undefined),4,16,12,1,-4,0.0,10,-0.3,-4,14,12
Cc1cccc(NC(=O)C(Cc2ccccc2)c2nn[nH]n2)c1C (centres undefined),12,7,-11,2,3,0.0,17,-0.5,9,-6,7
CCc1ccc(N2CN(Cc3cccnc3)CNC2=S)cc1,8,7,11,1,19,-0.1,16,-0.6,-18,0,12
COc1ccccc1CN1CC(C(=O)NCc2cnn(C)c2)CCC1=O (centres undefined),0,4,0,-1,7,-0.2,2,-0.1,7,10,-5
COc1ccc(-c2nn3c(-c4ccc(F)cc4)nnc3s2)cc1,6,-9,-20,-23,-7,0.1,-41,-0.1,-13,-18,-32
Cc1ccc2nc(SCc3nc4cc(Cl)ccc4c(=O)[nH]3)[nH]c2c1,15,17,-22,1,3,0.4,-16,0.0,-10,-8,-21

# Complete entries, looked up by structure.
# CCN(CC)S(=O)(=O)c1cc(NC(=O)C(C)Nc2ccccc2N2CCOCC2)ccc1C (centres undefined) is entered as MITF TRPM1 inh: 5; Peg3 promoter: 16; NR2E3 ag-1: 18; NR2E3 ag-2: -1; CF NFkB inh: 15; aDG glyco act: 0.0; HIF-2a inh: 17; iPSC survival up: -1.6; Shn3 3UTR inh: 25; KKLEB tox: -6; TWEAK Fn14 block: 7
# O=C(CSCc1ccc(Br)cc1)N1CCOCC1 is entered as MITF TRPM1 inh: -24; Peg3 promoter: -39; NR2E3 ag-1: 1; NR2E3 ag-2: -4; CF NFkB inh: 10; aDG glyco act: 0.1; HIF-2a inh: -58; iPSC survival up: 2.6; Shn3 3UTR inh: 13; KKLEB tox: 3; TWEAK Fn14 block: -18
# CCc1[nH]nc(C(=O)NC2CCCc3c2cnn3-c2cc(C)cc(C)c2)c1C (centres undefined) is entered as MITF TRPM1 inh: -16; Peg3 promoter: -112; NR2E3 ag-1: 61; NR2E3 ag-2: 2; CF NFkB inh: 15; aDG glyco act: 0.3; HIF-2a inh: -141; iPSC survival up: -0.4; Shn3 3UTR inh: -37; KKLEB tox: -1; TWEAK Fn14 block: -20

# 3 records drawn at random from those above:
SMILES,MITF TRPM1 inh,Peg3 promoter,NR2E3 ag-1,NR2E3 ag-2,CF NFkB inh,aDG glyco act,HIF-2a inh,iPSC survival up,Shn3 3UTR inh,KKLEB tox,TWEAK Fn14 block
COc1ccc(CN(C)CC2CCCN(CCc3ccc(F)cc3)C2)c(OC)c1OC (centres undefined),-9,-159,16,-2,7,0.0,9,-0.4,1,-8,-2
COc1ccc(OCCC(=O)OCC(=O)c2ccc[nH]2)cc1,2,3,-15,3,-11,-0.2,13,0.3,10,9,2
CN(C(=O)COC(=O)c1ccc2ccccc2n1)C1CCS(=O)(=O)C1 (centres undefined),-6,3,-20,5,-2,-0.3,10,0.8,3,2,-14

# (continued)
SMILES,MITF TRPM1 inh,Peg3 promoter,NR2E3 ag-1,NR2E3 ag-2,CF NFkB inh,aDG glyco act,HIF-2a inh,iPSC survival up,Shn3 3UTR inh,KKLEB tox,TWEAK Fn14 block
Cc1ccc(S(=O)(=O)CC(C)N2CCN(C3CCCCC3)CC2)cc1 (centres undefined),12,-78,3,2,-14,-0.2,-43,0.7,5,9,-29
CCOC(=O)c1cc2c(=O)n3cccc(C)c3nc2n(CC2CCCO2)c1=NC(C)=O (centres undefined),-5&-6,-1&-5,-18&19,1,-30&-16,-0.1&-0.1,8&-21,-1.5&1.4,4&-26,-3&-3,92*!
CCC(C)(C)NC(=O)C(c1cccc(OC)c1OC)N(Cc1ccc(OC)cc1)C(=O)CCC(=O)Nc1cc(C)on1 (centres undefined),16,0,1,1,-9,0.1,8,-0.4,9,2,33
CCCCc1ccc(NC(=O)CSc2nc(=O)n(CCN(CC)CC)c3c2CCC3)cc1,-5,44,-7,-2,26,2.4,24,-0.4,0,-1,11
COc1cccc(N/C(C)=C/C(=O)c2ccc(Br)cc2)c1,-45,-238,-22,4,-2,0.3,-266,-3.0,-11,3,-43
COc1cc(NC(=O)c2csc(N)n2)cc(C(=O)Nc2cccc(C(F)(F)F)c2)c1,32,47&-15,-46&-19,-2,10&-10,-0.1&-0.4,-104&-54,-1.1&-1.2,-13&-1,4&-9,18&33
C[C@H]1O[C@@H](O[C@H]2CC[C@@]3(C)C(CC[C@]4(C)C3C=C[C@]35OC[C@@]6(CCC(C)(C)C[C@H]63)[C@@H](O)C[C@]54C)[C@]2(C)CO)[C@H](O)[C@@H](O[C@@H]2O[C@H](CO)[C@@H](O)[C@H](O)[C@H]2O)[C@H]1O (some centres undefined),1,-42,-13,/,2,-0.3,3,0.3,-73,-10,5
COc1ccc(CN2CCCCC2C)c(C)c1C (centres undefined),-12,-11,-36,2,-2,-0.1,0,0.6,0,-10,-11
O=C(COC(=O)c1cccc(NC(=O)c2ccco2)c1)c1ccc(Br)cc1,-9,-108,-12,2,2,0.5,-25,1.1,-7,3,21
CC1CN(C(=O)c2ccc(Br)c(S(=O)(=O)N3CCOCC3)c2)CC(C)O1 (centres undefined),-2,19,0,-1,13,-0.1,9,0.3,-9,1,-4
O=C(NCc1ccco1)c1csc2c1CCCC2,-12,-35,-13,2,-14,0.7,-43,0.8,-5,-4,-7
CCCC(=O)Nc1ccc(C(=O)COC(=O)C2CC2)cc1,-70,-188,-70,/,-17,-0.2,-61,-0.1,-44,-1,-12
O=S(=O)(NCCc1csc(-c2ccc(C(F)(F)F)cc2)n1)c1ccc2c(c1)OCCO2,/,10,3,4,13,0.8,7,3.5,-12,-5,23
COCC(C)N1CCC(Oc2cccc(C(=O)NCCc3ccccc3)c2)CC1 (centres undefined),-32,-73,-112,5,28,-0.1,5,-0.3,-39,-18,4
CCOCCCN(C(=O)c1ccco1)C(C(=O)NC1CCCC1)c1cccc(OC)c1OC (centres undefined),-3,0,-5,/,6,0.0,-3,2.1,-3,-5,-5
C/C(=N/NC(=O)c1cc(-c2cccc([N+](=O)[O-])c2)n[nH]1)c1ccc(Cl)cc1,6,-6,-2,-3,-27,-0.3,8,1.4,11,1,-28
O=C(CCNC(=O)c1ccc(Cl)cc1)NNC(=O)c1ccc(F)cc1,1,0,-9,/,14,0.0,20,-0.3,-28,4,7
NC(N)=N/N=C/c1cc([N+](=O)[O-])ccc1O,4,0,8,1,6,0.5,-9,-0.7,-14,-14,-4
Cn1cnnc1SCC(=O)c1c[nH]c2ccccc12,12,-61,-22,1,2,0.2,-67,-1.5,-16,-4,-1
Cc1ccc([C@@H]2C[C@H]3[C@@H](CN2S(=O)(=O)c2ccc(Cl)cc2)C(=O)C[C@@H](c2ccccc2F)N3S(=O)(=O)c2ccc(C)cc2)cc1,/,11,-5,/,9,-0.3,13,-1.2,17,6,-3
O=C(N/N=C/c1cccnc1)NC12CC3CC(CC(C3)C1)C2,0,-28,-16,-3,-8,-0.1,-26,-0.3,/,6,-40
O=C1C=C(N2CCOCC2)CCC1,4,5,-10,1,-3,0.0,-6,-2.0,5,-4,22
CC1CCN(CCCNC(=O)c2nn(C)c3c2CS(=O)(=O)c2ccccc2-3)CC1,-3,-5,9,1,4,0.2,10,-0.5,-2,9,-13
Cc1ccc(NC(=O)N2CCC(C(N)=O)CC2)cc1,0,3,-3,2,12,-0.1,-1,1.4,11,-9,-14
O=C(Nc1ccccc1Oc1ccccc1)C1CCCC1,10,15,10,4,7,0.3,20,-1.8,17,-4,-58
Cc1cc(N2CCCCC2)nc(NCc2ccccc2)n1,43,38,45,-2,6,-0.5,47*,4.4,88*,-20,25
CCOC(=O)C1=C(C)NC(=O)C(C(N)=O)C1c1ccccc1 (centres undefined),7,0,0,4,-7,0.5,12,-1.6,-3,6,-14
O=C(/C=C/Nc1ccc(S(=O)(=O)Nc2cnc3ccccc3n2)cc1)c1ccccc1,-19,-6,-37,-1,6,0.0,10,-0.1,-23,-11,16
CC1(C)NC(=O)N(CCCOc2ccc3c(c2)CCC3)C1=O,-34,-78,-32,1,7,0.2,-107,-1.9,-41,1,-1

# Shn3 3UTR inh, what is marked active above.
Structure | MITF TRPM1 inh | Peg3 promoter | NR2E3 ag-1 | NR2E3 ag-2 | CF NFkB inh | aDG glyco act | HIF-2a inh | Shn3 3UTR inh | TWEAK Fn14 block
Cc1cc(N2CCCCC2)nc(NCc2ccccc2)n1 | 43 | 38 | 45 | -2 | 6 | -0.5 | 47* | 88* | 25

# Screening results as filed in PubChem BioAssay.
